# NOD2 inhibition – NOD2 signaling inhibitors, cell-based, luminescence, uHTS, HEK293 (AID 1566) | HEK293 NOD2/NF-kB luciferase reporter, luminescence; higher % means a stronger effect | one-dose inhibition, % at 4 µM; EC50 in µM for titrated hits | 0.63% of 290,000 active; also: many of its hits are not listed in these tables
# T cell modulator – modulators of CD8 T cell-vesicle binding, primary screen, mouse 2C CD8+ T cells, flow cytometry | calls only at 7 µM | 2C CD8+ T cell-vesicle binding; stronger effect = lower value | 0.068% of 330,000 active;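 active = response, share of CD8 T cells binding vesicles, and their 90th percentile fluorescence all below set limits, cut at about 80% in these data, passing the limit was not always enough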
#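 System: murine 2C transgenic CD8+ T lymphocytes; also added: QL9-loaded Drosophila micro-vesicles; times: binding 1.5 h at 37 °C; measured by: flow cytometry, PE anti-B7-1 (FL2) versus Alexa647 anti-CD8 (FL8), PFA-fixed; control set: Peptide-free naked vesicles (low) and QL9 vesicles with 0.7% DMSO vehicle (high)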
# Myeloid diff MLP – induction of myeloid progenitor differentiation, primary screen, cell-based, flow cytometry, MLPCN library. calls only at 10 µM. ER-HoxA9 myeloid progenitors, lysozyme-GFP differentiation. 1% of 360,000 active;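 active = normalized GFP-positive differentiation at or above the plate's own cutoff, the solvent-only control mean plus 3 SD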;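 also: cells exposed to compound for four days before flow analysis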
# NTR1 ag – agonists of NTR1, primary screen, imaging, U2OS cells, beta-arrestin-GFP, high content (AID 493036); 0.17% of 330,000 active; activation, % at 20 µM; NTR1-U2OS beta-arrestin-GFP spot imaging, agonist mode; Neurotensin receptor type 1 (Homo sapiens), P30989;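 active = activation at or above 40% of the spot to cytoplasm intensity ratio, with at least 20 cells analyzed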;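 also: 0% = DMSO without peptide and 100% = 100 nM NTR1 peptide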
# Target sequence (P30989 whole entry, looked up): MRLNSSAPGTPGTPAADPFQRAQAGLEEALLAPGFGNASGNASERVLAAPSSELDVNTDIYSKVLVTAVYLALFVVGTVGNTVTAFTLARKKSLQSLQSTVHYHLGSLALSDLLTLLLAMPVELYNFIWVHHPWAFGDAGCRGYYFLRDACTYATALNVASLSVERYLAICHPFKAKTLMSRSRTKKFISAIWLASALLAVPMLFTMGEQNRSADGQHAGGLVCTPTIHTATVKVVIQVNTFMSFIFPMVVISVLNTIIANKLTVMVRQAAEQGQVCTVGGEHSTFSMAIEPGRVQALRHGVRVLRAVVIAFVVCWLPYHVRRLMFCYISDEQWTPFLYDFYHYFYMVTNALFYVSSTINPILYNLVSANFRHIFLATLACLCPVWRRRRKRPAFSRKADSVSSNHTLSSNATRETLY
# NOD1 inhibition – NOD1 signaling inhibitors, primary screen, cell-based, luminescence, uHTS (AID 1578). NOD1-driven NF-kB luciferase reporter cells, luminescence; higher % means a stronger effect. inhibition, % at 4 µM; hits with a dose series show EC50 in µM. 1% of 290,000 active; in the data active = inhibition mostly above about 36%, no sharp cut-off; inactive = mostly below about 34%;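 also: HEK-293T reporter cells stimulated with the NOD1 agonist gamma-tri-DAP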
# KOR beta-arrestin-1 – KOR agonists, beta-arrestin recruitment, primary screen, cell-based, luminescence, uHTS (AID 1777); KOR beta-arrestin recruitment, luminescence; higher % means a stronger effect; Kappa-type opioid receptor (Homo sapiens); 0.02% of 280,000 active; activation, % at 10 µM, or EC50 in µM where a hit was titrated; in the data active = activation above about 50%, passing the limit was not always enough; also: a part of the inactive calls stands beside numbers as strong as those of hits
# KOR beta-arrestin-2 – KOR antagonists, beta-arrestin recruitment, cell-based, luminescence, uHTS (AID 1778); KOR beta-arrestin recruitment, luminescence, antagonist mode; higher % means a stronger effect; 0.091% of 290,000 active; one-dose inhibition, % at 10 µM; IC50 in µM for titrated hits; Kappa-type opioid receptor (Homo sapiens); also: strong numbers were not always called active
# GPR55 LPI antagonism – GPR55 antagonists blocking LPI-driven arrestin recruitment, primary screen, imaging, U2OS, beta-arrestin-GFP, LPI agonist (AID 2013). G-protein coupled receptor 55 (Homo sapiens). U2OS GPR55 beta-arrestin-GFP translocation imaging, LPI antagonism; higher % means a stronger effect. inhibition, % at 10 µM; hits with a dose series show IC50 in µM. 0.13% of 290,000 active;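 active = spots per cell inhibited over 60%, with over 100 cells counted and total cytoplasm intensity under 500,000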;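 also: U2OS cells stably carrying GPR55 and arrestin-GFP stimulated by 5 µM LPI near EC80; imaged beta-arrestin-GFP aggregate spots per cell after agonist stimulation; plate controls were LPI-stimulated DMSO wells for no effect and DMSO wells without LPI for full effect; some results filed as inactive read as strong as hits; confirmed hits need IC50 under 10 µM and bright autofluorescent wells are also inconclusive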
# GPR55 activation – GPR55 agonists via beta-arrestin recruitment, primary screen, imaging, U2OS cells, beta-arrestin-GFP redistribution (AID 1961); G-protein coupled receptor 55 (Homo sapiens); U2OS GPR55 beta-arrestin-GFP redistribution imaging; higher % means a stronger effect; activation, % at 10 µM; hits with a dose series show EC50 in µM; 0.048% of 290,000 active;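 active = activation above 40% with more than 50 cells counted in the well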;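 also: U2OS osteosarcoma cells stably expressing GPR55 and beta-arrestin-GFP; plate controls were DMSO negative control for no effect and LPI positive control for full effect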
# T cell modulator vesicle-bound % – also measured in T cell modulator; calls as there; double positive events, %; measured here: CD8+ vesicle-bound cell fraction;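 binding gate set so that unloaded-vesicle control wells show 10% double positive cells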
# NTR1 ag cell count 20 µM – second read-out of NTR1 ag, no call of its own (marks repeat the call); cell count; measured here: cell count, cytotoxicity flag
# Myeloid diff MLP GFP+ MAC1+ % – second read-out of Myeloid diff MLP, no call of its own (marks repeat the call); GFP+ MAC1+ double positive, %; measured here: differentiation confirmed by MAC1 staining
# Starred values were filed as active, the others as inactive; i = inactive; x = not tested or not shown; + = active, no number; [ ] = dose if it differs, or a comment. Rule as the data show it, unless noted: active = inhibition above about 50%; inactive = the rest. Some of the compounds tested. The share of hits here may be higher or lower than overall.
SMILES,NOD2 inhibition,T cell modulator,T cell modulator vesicle-bound %,Myeloid diff MLP,Myeloid diff MLP GFP+ MAC1+ %,NTR1 ag,NTR1 ag cell count 20 µM,NOD1 inhibition,KOR beta-arrestin-1,KOR beta-arrestin-2,GPR55 LPI antagonism,GPR55 activation
O=C(Cn1c(N2CCN(c3ccccc3)CC2)nc2ccccc21)c1ccccc1,-26%,i,20,i,0.7,0.3,59,3%,-2.0%,14%,-8%,-0.3%
O=C(Cn1ccc2ccccc2c1=O)NCC(=O)N1CCN(c2ccccc2F)CC1,13%,i,23,i,1.5,5.3,38,-7%,-3.2%,-22%,-4%,0.7%
Cc1[nH]c2ccccc2c1C(=O)COC(=O)c1ccc2c(=O)n3c(nc2c1)CCC3,-9%,i,33,i,0.7,4.3,44,-48%,8.1%,-73%[20 µM],0%,0.4%
CCOc1ccc(N2C(=O)CN(O)C=C3N=c4ccccc4=C32)cc1,5%,i,40,x,x,1.9,65,15%,1.9%,6%,3%,-0.5%
Fc1ccc(C2=Nc3cccc4cccc(c34)N2)cc1,-12%,i,60,i,1.2,-0.6,96,-22%,27%,19%[20 µM],-3%,-0.1%
Cc1cc(C(=O)OCC(=O)Nc2ccc(S(N)(=O)=O)cc2)c2ccccc2n1,17%,i,28,i,0.8,-0.9,36,-8%,4.0%,-42%,-4%,0.9%
O=C(CN1CCN(c2ccc(F)cc2)CC1)NCc1cccs1,10%,i,29,i,0.2,-0.4,65,-28%,-3.9%,-2%,13%,-0.3%
O=C(NCc1ccc2c(c1)OCO2)c1cccs1,8%,i,52,i,6.3,-0.5,62,-10%,-11%,15%,-1%,0.3%
Cc1cc(C(=O)NCc2csc(-c3ccccc3)n2)no1,-1%,i,8,i,1.0,1.0,54,-14%,-0.9%,5%,-14%,0.0%
Cc1nc2ccccc2c(=O)n1NC(=O)c1cccc(Cl)c1,-16%,i,39,i,0.9,0.7,122,-5%,1.7%,-13%,6%,-0.1%
C=CCN1C(=O)/C(=C2/Sc3ccccc3N2C)SC1=Nc1c(C)n[nH]c1C,-14%,i,37,i,0.4,-1.1,32,22%,-0.5%,-42%,9%,-0.2%
Cc1noc(C)c1COc1ccc(C(=O)OCC(=O)Nc2c(C)n(C)n(-c3ccccc3)c2=O)cc1,2%,i,53,i,0.1,1.1,96,-26%,0.5%,-83%[20 µM],5%,0.5%
Cc1ccc(-c2nnc(SCC(=O)NC3CC3)n2N)cc1,11%,i,13,i,0.1,2.1,59,6%,1.4%,-25%,7%,0.0%
Cn1cc2c(=O)n(/N=C/c3ccccc3)cnc2n1,13%,i,47,i,0.5,-0.8,96,7%,-2.0%,22%,-6%,-0.2%
COc1ccc(S(=O)(=O)N2CCC(C(=O)NC3CCCC3)CC2)cc1C,10%,i,31,i,2.1,0.3,55,-21%,-0.3%,3%,1%,-0.1%
O=S(=O)(NCCN1CCCC1)c1cccc2cccnc12,-5%,i,37,i,2.9,0.3,71,-27%,-0.2%,18%,15%,-0.2%
CCc1ccccc1NC(=O)c1cnccn1,-19%,x,x,i,1.0,x,x,-25%,1.6%,43%,-2%,0.7%
CNc1ccccc1C(C)(C)c1cc(-c2cccc([N+](=O)[O-])c2)no1,-4%,i,57,i,0.2,2.4,51,-54%,8.5%,-19%,19%,-0.3%
CCc1ccc2c(CN(C)Cc3ccc(OC(F)F)c(OC)c3)cc(=O)oc2c1,3%,i,20,i,0.4,2.9,65,-11%,1.2%,0%,-8%,0.4%
COc1cccc(/C(O)=C2/C(=O)C(=O)N(c3cc(C)on3)C2c2cccs2)c1 (configuration not stated),13%,i,31,i,0.5,-0.4,87,3%,-1.0%,3%,17%,0.8%
Cc1ccc(CSc2nnc(CC(=O)Nc3ccc(C)cc3)n2C)cc1,-3%,i,14,i,1.0,-1.0,51,0%,6.2%,-32%,7%,0.3%
COc1ccc(/C(N)=N/OC(=O)c2ccco2)cc1,-106%,i,60,i,0.1,0.4,40,-54%,-0.2%,24%,2%,0.0%
CCc1cc2c(SCC(=O)NC(=O)c3cccn3C)ncnc2s1,-5%,i,64,i,0.3,1.0,44,-59%,-1.7%,-38%,9%,-0.2%
CC1(C)CC(=O)c2c(noc2-c2ccccc2)C1,-1%,i,21,i,1.5,-0.6,89,-9%,17%,16%,12%,-0.1%
CC(=O)Oc1ccc2c(=O)c(-c3nc4ccccc4s3)coc2c1,-76%,i,38,i,0.0,1.8,56,-26%,-5.1%,-9%,3%,-0.1%
CCOCCCN(C(=O)c1ccco1)C(C(=O)NC1CCCC1)c1cccc(OC)c1OC (configuration not stated),14%,x,x,i,0.9,x,x,11%,13%,26%,2%,0.7%
COc1ccc(OC)c(C(=O)CCCC(=O)c2cc(OC)ccc2OC)c1,4%,i,23,i,1.0,-0.9,82,12%,3.8%,24%,-5%,-0.1%
O=C(O)CCc1ccc(-c2ccc(Cl)cc2)n1Cc1ccco1,7%,i,50,i,7.2,-0.3,46,-6%,-3.6%,29%,5%,0.0%
COCC(=O)N1CCCc2ccccc21,12%,i,24,i,1.0,28,85,-8%,-2.9%,7%,9%,0.0%
COc1ccc(-c2[nH]ncc2N=Nc2cc(C)cc(C)c2)cc1,9%,i,63,+,3.6*,16,50,14%,-3.0%,13%,-4%,-0.3%
Cc1ccc(CCNC(=O)C2CCC(=O)N(Cc3cccc(F)c3)C2)cc1 (configuration not stated),-2%,i,20,i,0.3,1.8,49,-36%,0.3%,-3%,6%,-0.1%
Cc1ccc(NC(=O)c2cccc(S(=O)(=O)N3CCN(c4ccc(F)cc4)CC3)c2)nc1,47%,i,52,i,0.3,3.8,60,33%,1.4%,-9%,16%,-0.1%
COc1ccc(CCn2c(C)c(C(C)=O)c3cc(OC(=O)c4ccco4)ccc32)cc1OC,6%,i,66,i,0.2,-0.8,66,-13%,1.2%,-35%,-2%,0.9%
Cc1cc(=O)oc2cc(Oc3ncccn3)ccc12,6%,i,40,i,1.4,-0.6,79,-7%,-1.1%,20%,10%,0.4%
COc1cccc(Nc2nc3ccccc3n3nnnc23)c1,7%,i,22,i,0.9,6.1,90,-10%,1.3%,-11%,-18%,-0.1%
Cc1ccc(C(=O)CSc2nnc(-c3ccco3)o2)o1,-6%,i,16,i,1.9,0.8,54,-24%,-4.3%,12%,-3%,0.9%
C=CCC1(CC=C)CCCN1C(=O)C1CCC(=O)N(CCc2ccc(OC)cc2)C1 (configuration not stated),-42%,i,11,i,6.0,0.6,55,-65%,-23%,-4%,-3%,0.3%
O=C(Nc1cccc(Cl)c1)C1CCN(C(=O)c2cccs2)CC1,-6%,i,28,i,0.4,-0.8,55,-20%,1.4%,-12%,8%,0.0%
C=CCNC(=S)Nc1ccc2cn[nH]c2c1,18%,i,42,i,0.2,1.4,50,-1%,x,-1%,-5%,0.2%
COc1cccc(N=c2oc3c(C)ncc(CO)c3cc2C(=O)Nc2ccccc2OC)c1,11%,x,x,x,x,x,x,10%,11%,-2%,9%,-0.1%
O=C(O)c1ccc(S(=O)(=O)N2CCC(Cc3ccccc3)CC2)cc1,14%,i,31,i,1.5,-0.8,58,2%,-2.5%,-6%,-13%,-0.2%
O=S1(=O)OCCC(c2ccccc2)N1Cc1ccccc1 (configuration not stated),8%,i,10,i,0.6,-1.4,65,-14%,-3.6%,-13%[20 µM],10%,0.0%
O=C(COc1nncc2ccccc12)Nc1c(F)c(F)c(F)c(F)c1F,-1%,i,35,i,0.4,-1.2,53,3%,2.9%,-10%,2%,0.3%
Clc1cccc(N=NN2CCOCC2)c1Cl,7%,i,36,i,0.7,0.0,50,-8%,0.1%,26%,-39%,-0.2%

# For convenience, some entries already given.
SMILES,NOD2 inhibition,T cell modulator,T cell modulator vesicle-bound %,Myeloid diff MLP,Myeloid diff MLP GFP+ MAC1+ %,NTR1 ag,NTR1 ag cell count 20 µM,NOD1 inhibition,KOR beta-arrestin-1,KOR beta-arrestin-2,GPR55 LPI antagonism,GPR55 activation
Cc1ccc(NC(=O)c2cccc(S(=O)(=O)N3CCN(c4ccc(F)cc4)CC3)c2)nc1,47%,i,52,i,0.3,3.8,60,33%,1.4%,-9%,16%,-0.1%
COc1ccc(CCn2c(C)c(C(C)=O)c3cc(OC(=O)c4ccco4)ccc32)cc1OC,6%,i,66,i,0.2,-0.8,66,-13%,1.2%,-35%,-2%,0.9%
Cc1cc(=O)oc2cc(Oc3ncccn3)ccc12,6%,i,40,i,1.4,-0.6,79,-7%,-1.1%,20%,10%,0.4%
COc1cccc(Nc2nc3ccccc3n3nnnc23)c1,7%,i,22,i,0.9,6.1,90,-10%,1.3%,-11%,-18%,-0.1%
Cc1ccc(C(=O)CSc2nnc(-c3ccco3)o2)o1,-6%,i,16,i,1.9,0.8,54,-24%,-4.3%,12%,-3%,0.9%
C=CCC1(CC=C)CCCN1C(=O)C1CCC(=O)N(CCc2ccc(OC)cc2)C1 (configuration not stated),-42%,i,11,i,6.0,0.6,55,-65%,-23%,-4%,-3%,0.3%
O=C(Nc1cccc(Cl)c1)C1CCN(C(=O)c2cccs2)CC1,-6%,i,28,i,0.4,-0.8,55,-20%,1.4%,-12%,8%,0.0%
C=CCNC(=S)Nc1ccc2cn[nH]c2c1,18%,i,42,i,0.2,1.4,50,-1%,x,-1%,-5%,0.2%
COc1cccc(N=c2oc3c(C)ncc(CO)c3cc2C(=O)Nc2ccccc2OC)c1,11%,x,x,x,x,x,x,10%,11%,-2%,9%,-0.1%
O=C(O)c1ccc(S(=O)(=O)N2CCC(Cc3ccccc3)CC2)cc1,14%,i,31,i,1.5,-0.8,58,2%,-2.5%,-6%,-13%,-0.2%

# High-throughput results as filed in PubChem BioAssay.
